RPL19A TOR yeast: yeast TOR pathway RPL19A-GFP modulation; percent response vs DMSO, % at 10 µM; S. cerevisiae RPL19A-GFP strain, flow cytometry, 3 h; active compounds read low; 330,000 compounds, 0.3% hits; AID 2025;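 active = percent response vs DMSO below 50%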;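 note: median channel GFP fluorescence of the barcoded RPL19A-GFP strain; ratio of sample median GFP to plate DMSO average so 100% = DMSO; lower means less RPL19A-GFP as with rapamycin TOR inhibition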
MEP2-GFP yeast: yeast TOR pathway MEP2-GFP modulation; 330,000 compounds, 0.51% hits; S. cerevisiae MEP2-GFP strain, flow cytometry GFP, 3 h; 100% = DMSO control level; GFP response vs DMSO, % at 10 µM;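 active = GFP response versus DMSO above a set limit, roughly screen mean plus 3 SD, cut at about 180% in these data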;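 note: median GFP fluorescence of the barcode-gated MEP2-GFP cells per well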
JMJD2C inh: inhibitors of human GASC-1 (JMJD2C) demethylase; GST-JMJD2C(1-420) H3K9me3 demethylation, DELFIA europium; inhibition, % at 2.35 µM; 330,000 compounds, 0.069% hits;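 active = more than half of a compound's replicate wells show inhibition beyond 50%, single wells judged on their own value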;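 note: signal counts dimethyl H3K9 product captured on neutravidin plate; 0% = median of DMSO wells and 100% = 0.3 times that DMSO median; strong numbers were not always called active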
CR mimetic SO: yeast age-related superoxide inhibition as caloric restriction mimetic; S. cerevisiae aged cells, superoxide DHE fluorescence; active compounds read low; superoxide response (% of plate mean), % at 10 µM; 330,000 compounds, 0.18% hits; AID 2690;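 active = superoxide response under a set limit, about three screen SD below normal, cut at about 65% in these data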;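 note: yeast aged for seven days with compound at 30 °C before DHE staining; 100% = average MFI of all compound-treated wells on the plate with controls excluded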
AHR act: human AHR activation | AHR-responsive luciferase reporter cells, luminescence | activation, % at 5 µM | 320,000 compounds, 2.5% hits | AID 2796; in the data active = activation above about 47%;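 note: 0% = vehicle wells and 100% = reference agonist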
Target sequence (P35869 whole entry, looked up): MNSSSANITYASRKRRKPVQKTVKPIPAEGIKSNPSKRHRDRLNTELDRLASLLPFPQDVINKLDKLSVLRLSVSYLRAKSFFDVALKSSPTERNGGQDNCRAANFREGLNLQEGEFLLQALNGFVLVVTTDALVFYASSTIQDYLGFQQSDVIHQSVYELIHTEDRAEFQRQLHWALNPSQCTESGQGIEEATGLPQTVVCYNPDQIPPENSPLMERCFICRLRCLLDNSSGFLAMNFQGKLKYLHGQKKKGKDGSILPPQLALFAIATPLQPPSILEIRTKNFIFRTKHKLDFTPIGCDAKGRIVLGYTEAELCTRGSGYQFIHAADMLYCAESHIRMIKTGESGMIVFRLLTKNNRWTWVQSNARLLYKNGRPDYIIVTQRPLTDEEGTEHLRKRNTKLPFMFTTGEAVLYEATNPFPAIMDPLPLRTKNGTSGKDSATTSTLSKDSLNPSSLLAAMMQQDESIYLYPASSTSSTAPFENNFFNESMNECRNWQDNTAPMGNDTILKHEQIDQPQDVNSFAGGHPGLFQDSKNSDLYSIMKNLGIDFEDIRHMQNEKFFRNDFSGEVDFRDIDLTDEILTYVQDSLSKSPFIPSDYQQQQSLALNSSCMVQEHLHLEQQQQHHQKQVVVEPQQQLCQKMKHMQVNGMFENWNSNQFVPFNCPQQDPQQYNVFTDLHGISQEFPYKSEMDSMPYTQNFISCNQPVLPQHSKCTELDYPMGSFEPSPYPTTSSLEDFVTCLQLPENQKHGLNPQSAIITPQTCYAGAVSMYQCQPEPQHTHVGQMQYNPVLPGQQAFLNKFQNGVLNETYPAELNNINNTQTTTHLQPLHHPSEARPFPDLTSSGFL
LAP4 TOR yeast: alters LAP4-GFP fluorescence in TOR pathway yeast screen; S. cerevisiae LAP4-GFP multiplex, flow cytometry GFP, 3 h; median GFP as percent of DMSO wells; GFP response vs DMSO, % at 10 µM; 320,000 compounds, 0.34% hits;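 active = GFP response vs DMSO above a set limit, about the screen mean plus 3 SD, cut at about 150% in these data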
procasp7 counter: counter-screen for procaspase-3 activators: activators of human procaspase-7. recombinant procaspase-7, Ac-DEVD-pNA absorbance 405 nm; D23A/D198A/D206A triple mutant, cannot self-cleave; scale: DMSO 0, 5 µM enzyme 100. AID 463210. 330,000 compounds, 0.093% hits. P55210. activation, % at 8.5 µM;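 active = percent activation above the screen-wide mean plus 3 SD, cut at about 25% in these data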
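System: Procaspase-7 triple mutant (PC-7 D3A); measure: % activation from two-timepoint absorbance difference, scaled to controls; times: 1 h compound preincubation, 2 h substrate cleavage, 25 °C; also added: Ac-DEVD-pNA substrate, 400 µM as added; measured by: Epi-absorbance of released pNA at 405 nm, two timepoints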
procasp3 activ: activates human procaspase-3 | AID 463141 | recombinant procaspase-3 D3A, Ac-DEVD-pNA absorbance 405 nm | P42574 | activation, % at 8.5 µM | 330,000 compounds, 0.11% hits;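 active = activation above the mean of all tested compounds plus 3 SD, cut at about 21% in these data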;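 note: 0% = DMSO alone and 100% = DMSO wells spiked with extra 5 µM PC-3 D3A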
Target sequence (P42574 whole entry D9A/D28A/D175A): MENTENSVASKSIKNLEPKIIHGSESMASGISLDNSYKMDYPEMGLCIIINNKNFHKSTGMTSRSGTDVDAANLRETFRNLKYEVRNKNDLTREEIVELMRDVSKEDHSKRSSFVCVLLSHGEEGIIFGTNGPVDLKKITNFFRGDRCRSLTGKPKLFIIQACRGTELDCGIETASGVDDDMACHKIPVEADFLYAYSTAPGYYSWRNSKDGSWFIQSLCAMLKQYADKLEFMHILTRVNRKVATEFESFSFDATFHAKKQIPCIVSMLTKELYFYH
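Technique: 405 nm absorbance of p-nitroaniline, reads at 0 and 120 min; Test system: Procaspase-3 D3A mutant; Incubation: 1 h enzyme-compound preincubation, then 2 h substrate reaction, 25 °C; Repeats: singlicate, each compound tested once; Benchmarks: low control DMSO wells, high control DMSO plus 5 µM PC-3 D3A.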
The depositor's hits bear a star; / = not tested or not shown.

SMILES | RPL19A TOR yeast | MEP2-GFP yeast | JMJD2C inh | CR mimetic SO | AHR act | LAP4 TOR yeast | procasp7 counter | procasp3 activ
Cc1ccc(NC(=O)CCn2cccc2)cc1F | 97 | 91 | 8 | 102 | 7 | 99 | 0 | -1
CC/C=C/C(=O)N1CC2(CC(c3cccc(NC(=O)COc4ccc(Cl)cc4)c3)=NO2)C[C@H]1C(N)=O (stereo not given in full) | 106 | 101 | -6 | 99 | 0 | 107 | -3 | -9
CSc1cccc(NC(=O)CN(C)S(=O)(=O)c2ccc(C)cc2)c1 | 88 | 90 | 0 | 111 | 1 | 103 | 9 | 3
O=C(NCCO)c1ccc2nc(-c3ccco3)c(-c3ccco3)nc2c1 | 105 | 112 | -2 | 97 | 5 | 112 | -28 | -11
Cc1ccc(C)c(N(C(=O)c2csnn2)C(C(=O)NC2CCCCC2)c2cccnc2)c1 (stereo not given) | 105 | 88 | -1 | 106 | 4 | 103 | 3 | -4
Cc1cc(C)n(CC(=O)N2CCCC(N3CCN(Cc4ccc5c(c4)OCO5)CC3)C2)n1 (stereo not given) | 114 | 103 | 7 | 93 | 0 | 85 | 7 | 7
CCCNC(=O)CN(Cc1ccccc1F)S(=O)(=O)c1ccc(C)cc1 | 111 | 108 | 2 | 100 | 3 | 111 | 16 | 4
COc1cc(C(=O)NNC(=O)CNC(=O)c2ccc(Br)o2)cc(OC)c1OC | 105 | 103 | -2 | 93 | 0 | 71 | 5 | 6
C#CCOCCOCCOCCNc1nc(N2CCN(C(=O)[C@H]([C@@H](C)CC)n3cc([C@@H](N)Cc4ccc(O)cc4)nn3)CC2)nc(N2CCN(C(=O)[C@H]([C@@H](C)CC)n3cc([C@@H](N)Cc4ccc(O)cc4)nn3)CC2)n1 | 101 | 92 | -11 | 106 | 2 | 108 | 2 | -3
COc1ccc(N2CC(C(=O)N[C@@H](C)C(=O)NCCc3ccccc3)CC2=O)cc1 (stereo not given in full) | 96 | 104 | 15 | 86 | 1 | 88 | 8 | 0
O=C(N1CCOCC1)N1CCN(c2nc(-c3ccc(F)cc3)cs2)CC1 | 98 | 102 | 32 | 106 | 3 | 116 | 8 | 0
Cc1c(C(=O)C(=O)NCCC2=CCCCC2)c2ccccc2n1C | 108 | 113 | 0 | 106 | -6 | 103 | 5 | -3
COc1ccc(CCN(Cc2cc3ccc(C)cc3n3nnnc23)C(C)=O)cc1OC | 98 | 98 | 2 | 118 | -1 | 99 | 3 | 2
Cc1cc(Oc2ccc3ccccc3c2)nc(SCC(=O)c2ccccc2)n1 | 99 | 100 | 0 | 107 | 9 | 99 | 3 | 5
Cc1ccc(C(=O)NCCc2nnc3ccc(SCC(=O)Nc4ccc(C)cc4C)nn23)cc1 | 99 | 93 | 0 | 95 | -2 | 75 | 9 | -8
Cc1ccn2cc(-c3ccc(Br)cc3)nc2c1 | 96 | 104 | 0 | 104 | 74* | 91 | 1 | 5
CCN(CC)c1ncnc2ccc(Br)cc12 | 99 | 104 | 1 | 110 | 1 | 96 | -7 | 4
COc1ccccc1NC(=S)N1CC(C)(C)C1=O | 110 | 102 | 38 | 90 | 0 | 96 | 4 | 2
COc1ccccc1CCC(=O)Nc1ccc(OC)c(S(=O)(=O)N2CCCCC2)c1 | 95 | 97 | 2 | 124 | 1 | 93 | -12 | 6
Cc1ccc(NC(=S)N2CCSC2c2cccs2)cc1 (stereo not given) | 108 | 182* | 1 | 88 | 1 | 155* | -1 | -2
O=S(CCc1ccncc1)Cc1ccccc1 (stereo not given) | 100 | 104 | 11 | 92 | 1 | 99 | -11 | 3
Cc1cccc(C(=O)OCC(=O)NCC(C)C)c1O | 107 | 100 | 11 | 110 | -1 | 102 | 4 | -5
Cc1cc(OC(C)C)c2c(-c3ccccc3)cc(=O)oc2c1 | 99 | 110 | 25 | 81 | 7 | 127 | -6 | 0
CCC(C)Sc1ccc(-c2nc3ccc(Cl)cn3c2NCc2ccccc2)cc1 (stereo not given) | 93 | 97 | -9 | 89 | 2 | 95 | -16 | -4
CCN(CC)S(=O)(=O)c1cc(NC(=O)C(C)N(C)CC(=O)Nc2c(C)cccc2C)ccc1C (stereo not given) | 101 | 100 | 36 | 100 | 11 | 93 | 7 | 2
CCCCOc1ccc(C(=O)N2CCCCCC2)cc1 | 93 | 90 | -1 | 79 | 6 | 93 | 6 | 3
C/C(=N\NC(=O)c1c(Br)c(C)nn1C)c1ccc(NC(=O)C(C)Oc2ccc(Cl)cc2C)cc1 (stereo not given) | 101 | 102 | 5 | 88 | 14 | 105 | 4 | -8
COc1cc(C2N=C(c3ccccc3)NO2)cc(Br)c1O (stereo not given) | 89 | 90 | 13 | 91 | 65* | 93 | 13 | -3
Cc1noc(C)c1-c1nnc(-c2ccc(OC(F)(F)F)cc2)o1 | 98 | 107 | -1 | 126 | -5 | 112 | -2 | -4
COc1ccc(C2C(C(C)=O)=C(C)N=c3s/c(=C\c4ccc5c(c4)OCO5)c(=O)n32)c(OC)c1 (stereo not given) | 98 | 100 | -1 | 107 | 9 | 98 | -2 | 3
Cc1ccc(NC(=O)C(C)OC(=O)COc2cccc(C(F)(F)F)c2)cc1 (stereo not given) | 94 | 98 | / | 115 | 1 | 98 | -12 | 5
COc1ccc(/C=C\c2onc(C)c2S(=O)(=O)N2CCC(C(=O)NCc3ccco3)CC2)cc1 | 101 | 100 | -14 | 101 | 1 | 104 | -1 | 6
COc1ccc(CCNC(=O)C(C)n2nc(C)n3c(cc4occc43)c2=O)cc1OC (stereo not given) | 97 | 98 | -11 | 104 | 1 | 99 | -8 | 0
CSc1cccc(NC(=O)C2CCCN2S(=O)(=O)c2ccc3c(c2)CCC(=O)N3)c1 (stereo not given) | 100 | 110 | / | 93 | 7 | 106 | 11 | -5
Cn1nc(-c2ccc(NCCO)c([N+](=O)[O-])c2)c2ccccc2c1=O | 101 | 99 | -19 | 111 | 0 | 101 | -9 | 5
Cc1ccccc1-c1n[nH]c(=S)n1/N=C/c1c(C)nn(-c2ccccc2)c1C | 102 | 98 | -1 | 96 | 23 | 92 | -19 | -2

In a second layout: four of the compounds above
mol: CCCCOc1ccc(C(=O)N2CCCCCC2)cc1
  RPL19A TOR yeast = 93
  MEP2-GFP yeast = 90
  JMJD2C inh = -1
  CR mimetic SO = 79
  AHR act = 6
  LAP4 TOR yeast = 93
  procasp7 counter = 6
  procasp3 activ = 3
mol: COc1ccc(/C=C\c2onc(C)c2S(=O)(=O)N2CCC(C(=O)NCc3ccco3)CC2)cc1
  RPL19A TOR yeast = 101
  MEP2-GFP yeast = 100
  JMJD2C inh = -14
  CR mimetic SO = 101
  AHR act = 1
  LAP4 TOR yeast = 104
  procasp7 counter = -1
  procasp3 activ = 6
mol: Cc1ccc(NC(=O)C(C)OC(=O)COc2cccc(C(F)(F)F)c2)cc1 (stereo not given)
  RPL19A TOR yeast = 94
  MEP2-GFP yeast = 98
  JMJD2C inh = /
  CR mimetic SO = 115
  AHR act = 1
  LAP4 TOR yeast = 98
  procasp7 counter = -12
  procasp3 activ = 5
mol: C/C(=N\NC(=O)c1c(Br)c(C)nn1C)c1ccc(NC(=O)C(C)Oc2ccc(Cl)cc2C)cc1 (stereo not given)
  RPL19A TOR yeast = 101
  MEP2-GFP yeast = 102
  JMJD2C inh = 5
  CR mimetic SO = 88
  AHR act = 14
  LAP4 TOR yeast = 105
  procasp7 counter = 4
  procasp3 activ = -8

(cont.)
SMILES | RPL19A TOR yeast | MEP2-GFP yeast | JMJD2C inh | CR mimetic SO | AHR act | LAP4 TOR yeast | procasp7 counter | procasp3 activ
O=C(NCCN1CCCC1)c1ccc2c(c1)N(Cc1cccc(Cl)c1)C(=O)c1ccccc1S2(=O)=O | 98 | 110 | -47 | 88 | 3 | 96 | 1 | 7
Cc1ccccc1CN1CCN(Cc2cc(=O)c3ccccc3[nH]2)CC1CCO (stereo not given) | 103 | 107 | -15 | 87 | 6 | 90 | -7 | 1
Cn1nnnc1SCC(=O)N1CCOCC1 | 101 | 100 | 11 | 97 | 5 | 91 | -7 | -3
CCOC(=O)c1c(NC(C)=O)sc2c1CCC(C=NCCCN(CC)CC)=C2Sc1ccccc1 | 100 | 111 | -23 | 77 | 1 | 104 | -13 | -1
CCOc1ccccc1N(CC(=O)Nc1ccc(OC)c(OC)c1)S(=O)(=O)c1ccccc1 | 101 | 97 | -12 | 97 | 1 | 102 | 5 | 1
CC(=O)C1=C(C)NC(SCC(=O)c2ccccc2)=C(C#N)C1CC(C)C (stereo not given) | 87 | 92 | 0 | 92 | 6 | 92 | -20 | -23
O=C1CCC(=O)N1CC(=O)N1c2ccccc2Sc2ccccc21 | 95 | 99 | 9 | 101 | 0 | 98 | 14 | -5
COc1cc(C(=O)Nc2cnc(NC(=O)C(C)C)cc2C)cc(OC)c1OC | 106 | 100 | 9 | 94 | 11 | 104 | 2 | -3
O=C(Nc1nc(-c2ccccn2)cs1)c1ccc([N+](=O)[O-])o1 | 94 | 94 | 3 | 91 | 2 | 126 | -18 | 7
C=CCOc1ccc(C2CC(C)=NN2c2ccccc2)cc1 (stereo not given) | 104 | 126 | 6 | 108 | 5 | 111 | -11 | -4
Cc1cccc(CSc2ncc(CO)n2C)c1 | 92 | 100 | -3 | 99 | 1 | 95 | -1 | 2
Cc1ccc(OCc2ccc(C(=O)Nc3nc4ccccc4n3C)o2)c([N+](=O)[O-])c1 | 99 | 106 | -2 | 103 | -1 | 94 | 5 | -19
CCCC(C)C(=O)Nc1ncc(S(=O)(=O)c2ccc([N+](=O)[O-])cc2)s1 (stereo not given) | 100 | 106 | 39 | 121 | 1 | 96 | 3 | 2
COc1ccc(NS(=O)(=O)c2ccc(Cl)c(C(=O)O)c2)cc1S(=O)(=O)N1CCCCC1 | 101 | 90 | 12 | 105 | 1 | 101 | 14 | 7
CCN(CC)CC(O)COc1ccc2c(c1)c(C(C)=O)c(C)n2-c1ccccc1 (stereo not given) | 97 | 99 | 10 | 97 | 1 | 94 | 5 | -2
Fc1cccc(NC(=S)NC2CCCCCCC2)c1 | 108 | 104 | 0 | 114 | / | 90 | / | /
Cc1nc2cc(Cl)c(Cl)cc2n1CCCO | 96 | 98 | 4 | 109 | 1 | 105 | 8 | -2
COC(=O)c1ccc(NC(=O)CSc2nnc(-c3ccncc3)n2C)cc1 | 101 | 104 | -3 | 119 | -1 | 104 | -7 | -3
CN1CCN(S(=O)(=O)c2ccc3c(c2)NC(=O)CS3)CC1 | 100 | 102 | -5 | 91 | -1 | 108 | 0 | 9
NC(=O)Nc1cccc2ccccc12 | 108 | 93 | 5 | 99 | 4 | 99 | -5 | 4
O=C1C=C(NCc2ccc(Cl)c(Cl)c2)CC1 | 101 | 105 | -3 | 104 | 14 | 105 | -8 | -3
O=C(CCl)NCCCN(C(=O)C(Cl)Cl)c1ccc([N+](=O)[O-])cc1 | 104 | 103 | -9 | 101 | -3 | 110 | 1 | -4
N#Cc1c(-c2ccccc2Cl)cc(-c2ccccc2)[nH]c1=S | 92 | 96 | 33 | 98 | 10 | 105 | -13 | -4
Cn1c(=O)n(C)c2cc(CN3C(=O)OC(C)(C)C3(C)O)ccc21 (stereo not given) | 96 | 96 | -15 | 93 | 0 | 97 | -5 | -4
CCn1nc(NS(=O)(=O)c2ccc(NC(C)=O)cc2)c2cc3cccc(C)c3nc21 | 105 | 113 | 15 | 94 | 2 | 121 | -6 | -3
CCCCN(C(=O)CNC(=O)c1cccs1)C(C(=O)NC1CCCC1)c1ccncc1 (stereo not given) | 102 | 103 | 2 | 97 | -2 | 106 | -8 | 4
